Screening data: PubChem, Broad Institute
STK33 inh = inhibitors of purified STK33 kinase, primary screen, biochemical, ADP-Glo luminescence, homogeneous, cell-free; Serine/threonine-protein kinase 33 (Homo sapiens), Q9BYT3; MBP phosphorylation; inhibition, % at 10 µM; 320,000 tested, 0.073% active; AID 2661, 2010;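 active = inhibition at or above 25%, using the most active replicate where run in duplicate; inactive = inhibition below 25%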
Target sequence (Q9BYT3 whole entry, looked up): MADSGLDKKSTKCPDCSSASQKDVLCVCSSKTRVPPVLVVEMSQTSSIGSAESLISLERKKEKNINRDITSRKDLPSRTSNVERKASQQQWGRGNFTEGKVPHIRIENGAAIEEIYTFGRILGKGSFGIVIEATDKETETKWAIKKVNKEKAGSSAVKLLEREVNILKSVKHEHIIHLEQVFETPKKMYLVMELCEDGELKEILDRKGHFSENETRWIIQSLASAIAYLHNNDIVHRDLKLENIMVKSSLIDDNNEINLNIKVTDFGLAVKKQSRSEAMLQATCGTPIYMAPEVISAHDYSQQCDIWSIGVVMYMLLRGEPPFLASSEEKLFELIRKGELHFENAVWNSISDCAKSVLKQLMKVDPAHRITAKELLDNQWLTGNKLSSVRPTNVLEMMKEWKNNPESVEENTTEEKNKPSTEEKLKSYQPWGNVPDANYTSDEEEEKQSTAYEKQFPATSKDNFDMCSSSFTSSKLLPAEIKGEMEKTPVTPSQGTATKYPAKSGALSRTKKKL
Numbers without * were called inactive. Some of the compounds tested. The share of hits here may be higher or lower than overall.

Start of the data: the first 4 records (preview)
SMILES	STK33 inh
CNC(=O)[C@H]1O[C@@H](n2cnc3c(NCc4cccc(I)c4)ncnc32)[C@H](O)[C@@H]1O	-0.6
CCN(CC)S(=O)(=O)c1cccc(C(=O)NC(C(=O)NCCc2ccccn2)C(C)C)c1 (configuration not stated)	-0.2
Cn1c(N)c(C(=O)COC(=O)c2ccc3ccccc3c2)c(=O)n(C)c1=O	-1.3
CSc1ccccc1NC(=O)COC(=O)c1cnc(C)cn1	-0.7

This part in full, from the first entry:
SMILES	STK33 inh
CNC(=O)[C@H]1O[C@@H](n2cnc3c(NCc4cccc(I)c4)ncnc32)[C@H](O)[C@@H]1O	-0.6
CCN(CC)S(=O)(=O)c1cccc(C(=O)NC(C(=O)NCCc2ccccn2)C(C)C)c1 (configuration not stated)	-0.2
Cn1c(N)c(C(=O)COC(=O)c2ccc3ccccc3c2)c(=O)n(C)c1=O	-1.3
CSc1ccccc1NC(=O)COC(=O)c1cnc(C)cn1	-0.7
Cc1ccc(NC(=O)CCCc2nc3ccccc3c(=O)[nH]2)c(Cl)c1	0.1
O=S(=O)(c1cccs1)N1CCN(CC(O)COc2cc(Cl)ccc2Cl)CC1 (configuration not stated)	-0.8
CCCCN1C(=O)C(=O)N(CC(=O)Nc2sc(C)c(C)c2C(=O)OC)C1=O	0.4
O=C(COC(=O)c1cncc(Br)c1)NCc1cccs1	1.1
COc1ccc(CCC(=O)Nc2ccc(OC)c(S(=O)(=O)N3CCCCC3)c2)cc1	-1.4
O=C(c1cccc(S(=O)(=O)NCc2ccccc2)c1)N1CCN(c2ccc(F)cc2)CC1	-3.0
C[C@H]1CN=C(Nc2ccccc2)N1CCc1ccccc1	-0.1
CCOc1ncccc1C(=O)OC(C)C(=O)Nc1ccc(N2CCOCC2)cc1 (configuration not stated)	-1.4
COc1ccc(NC(=O)N(C)C[C@H]2Oc3ccc(NC(=O)NC(C)C)cc3C(=O)N([C@H](C)CO)C[C@@H]2C)cc1	2.2
CCN1C(N(C)CCc2c[nH]c3ccccc23)=N[C@@H](c2cccc(C(F)(F)F)c2)C(C(=O)OC)=C1C	2.4
COc1ccccc1CNS(=O)(=O)c1cc(C(=O)NCC2CCCO2)c(Cl)cc1Cl (configuration not stated)	-1.1
O=C(NCC(=O)N1CCN(c2ccc([N+](=O)[O-])cc2)CC1)c1ccco1	-1.1
CCOC(=O)N1CCC(NC(=O)c2ccc3c(c2)sc2nc(-c4ccccc4)cn23)CC1	-0.9
COc1cc2oc(=O)ccc2cc1[C@@H](O)[C@@H]1OC(C)(C)OC1(C)C	-0.8
COc1ccccc1CNC(=O)CN(C)CC(=O)Nc1ccc(F)c(F)c1F	-0.3
COc1ccc(NC(=O)Nc2ccc3c(c2)C(=O)N([C@H](C)CO)C[C@H](C)[C@@H](CN(C)C(=O)Nc2ccc(OC)cc2)O3)cc1	0.6
COc1ccc(CNC(=O)COC(=O)Cc2ccc(Br)cc2)cc1	0.2
C1=CC2C3C=CC(C3)C2C1 (configuration not stated)	-1.3
Cc1ccc(NS(=O)(=O)c2ccc(C(=O)NC3CCN(Cc4ccccc4)CC3)cc2)cc1	0.3
CN(c1ccc(C(=O)NCCC2=CCCCC2)cc1)S(C)(=O)=O	0.3
CC(C)OC(=O)c1ccc(NC(=O)c2cccc(-n3cnnn3)c2)cc1	-0.2
Additional records
SMILES	STK33 inh
COc1ccccc1NS(=O)(=O)c1cc(NC(=O)c2cc(F)c(F)c(F)c2F)ccc1N1CCOCC1	-2.4
Cc1ccc(C(=O)N2CC(C)OC(C)C2)cc1S(=O)(=O)N1CCCCC1 (configuration not stated)	-1.5
COc1ccccc1N1CCN(CCN(C(=O)c2ccc(F)cc2)c2ccccn2)CC1	-2.4
CN(CC(=O)Nc1ccc(Cl)cc1)C(=O)CNC(=O)c1cccs1	0.4
COCCNC(=O)CN1CCN(S(=O)(=O)c2ccc3c(c2)CCCC3)CC1	-0.2
CC(=O)c1ccc2c(c1)C1C=CCC1C(c1ccc(S(=O)(=O)N3CCOCC3)cc1)N2 (configuration not stated)	-1.2
COc1ccc(N2C(=O)CC(N3CCN(S(=O)(=O)c4c(C)cc(C)cc4C)CC3)C2=O)cc1 (configuration not stated)	-1.9
CC(=O)N1CCN(C(=O)c2c(-c3ccccc3)noc2C)CC1	-1.7
O=C(COC(=O)c1n[nH]c2ccccc12)Nc1ccc(S(=O)(=O)N2CCCC2)cc1	-1.6
COc1ccc(C(=O)OCc2c(-c3cccc(OC)c3)ncc3ccccc23)cc1	0.1
O=C(O)C1=CC[C@@H](c2ccc(Cl)cc2)N(S(=O)(=O)c2ccc(Cl)cc2)C1	-2.3
O=C(NNC(=O)c1ccccc1Cl)c1ccc(-n2cncn2)c([N+](=O)[O-])c1	-2.1
C#CCOCCOCCOCCNc1nc(N2CCN(C(=O)CCCCCCCCCCNC(=O)[C@H]([C@@H](C)CC)n3cc(CCCCN=C(N)N)nn3)CC2)nc(N2CCN(C(=O)CCCCCCCCCCNC(=O)[C@H](CO)n3cc(CCCSC)nn3)CC2)n1	4.8
CCN1CCN(c2ccc(S(=O)(=O)N3CCOCC3)cc2N)CC1	-1.7
NC(=O)c1cccc(-c2noc(-c3ccccc3F)n2)c1	-2.6
Cc1ccc(S(=O)(=O)C(C#N)c2nc3ccccc3nc2N2CCCC2)cc1C (configuration not stated)	-0.3
O=C(COC(=O)CNC(=O)c1ccc(Cl)c([N+](=O)[O-])c1)NCC1CCCO1 (configuration not stated)	-1.5
O=C(COc1ccc(F)cc1)NNC(=O)Cn1ccc(C(F)(F)F)n1	-0.6
CC1CCC(NC(=O)COC(=O)c2ccc3ncsc3c2)CC1 (configuration not stated)	1.2
Cc1cc(NC(=O)CSc2nnc(-c3ccco3)n2N)no1	-1.0
CN(C)S(=O)(=O)N1CCC(c2ccc(F)cc2)C(COc2ccc3c(c2)OCO3)C1 (configuration not stated)	0.1
C/C(=C/Cc1c(O)cc2oc(C)cc(=O)c2c1O)COC1OC(CO)C(O)C(O)C1O (configuration not stated)	-1.2
O=C(COC(=O)Cc1c(F)cccc1Cl)NCc1ccc2c(c1)OCO2	-1.3
O=C(c1cc(S(=O)(=O)NCc2ccco2)ccc1Br)N1CCOCC1	-1.4
Cc1ccc(C(=O)C(C)OC(=O)CNS(=O)(=O)c2ccc(C)cc2)cc1 (configuration not stated)	-1.0

Overlap with the part before: 4 compounds, followed by the next part.
SMILES	STK33 inh
C/C(=C/Cc1c(O)cc2oc(C)cc(=O)c2c1O)COC1OC(CO)C(O)C(O)C1O (configuration not stated)	-1.2
O=C(COC(=O)Cc1c(F)cccc1Cl)NCc1ccc2c(c1)OCO2	-1.3
O=C(c1cc(S(=O)(=O)NCc2ccco2)ccc1Br)N1CCOCC1	-1.4
Cc1ccc(C(=O)C(C)OC(=O)CNS(=O)(=O)c2ccc(C)cc2)cc1 (configuration not stated)	-1.0
CN(Cc1nc2ccccc2c(=O)[nH]1)C(=O)COc1ccccc1Cc1ccccc1	1.9
Cc1cccc(C(=O)NCCC(=O)NCc2ccccc2Cl)c1	0.8
O=C(CSc1nccc(=O)[nH]1)NC1CCCCCCC1	-3.0
Cn1nnnc1SCC(=O)Nc1ncc(C(F)(F)F)cc1Cl	0.5
Cc1cc(NC(=O)c2ccc(-c3ccccc3[N+](=O)[O-])o2)no1	2.2
Cc1ccc(Cl)cc1NC(=O)COC(=O)c1ccc(CN2CCCC2=O)cc1	-0.8
COc1cc2nc(CN3CCN(S(=O)(=O)c4c(F)cccc4F)CC3)[nH]c(=O)c2cc1OC	-4.0
CN(C)S(=O)(=O)c1ccc(Cl)c(C(=O)NNC(=O)c2ccc3c(c2)OCO3)c1	1.4
O=C(Nc1ccc(S(=O)(=O)NC2=NCCCCC2)cc1)c1ccc(Cl)c([N+](=O)[O-])c1	-2.4
Cc1noc(C)c1S(=O)(=O)N(C)C[C@H]1Oc2c(NC(=O)Nc3ccccc3)cccc2C(=O)N([C@H](C)CO)C[C@@H]1C	-0.2
CCOc1c2ccccc2nn1CCO	-1.6
O=C1c2ccccc2C(=O)N1CCC#Cc1ccc2cc(C3(O)CCCCC3)oc(=O)c2c1	-2.9
C=CC[C@H](CC(=O)NCCO)C(=O)N[C@@H](COC(=O)[C@@H](CC=C)Cc1ccc(F)cc1)Cc1ccccc1	-0.4
O=c1c2ccccc2oc2cc(-c3ccc(CN4CCOCC4)cc3)ccc12	0.9
Cc1cc(NC(=O)CSc2nnc(-c3ccccc3F)n2C)no1	0.0
Cc1c(-c2nc3ccccc3[nH]2)cnn1C	-1.1
C=CC[C@@H](CC(=O)N[C@@H](CO)Cc1ccccc1)C(=O)N[C@H](COC(=O)[C@H](CC=C)CC(=O)OC(C)(C)C)Cc1c[nH]c2ccccc12	0.1
Cc1c(Cl)cnc(NC(=O)COC(=O)[C@@H](NC(=O)c2ccco2)C(C)C)c1Cl	-1.6
COc1ccc(C(=O)OCC(=O)c2cc(C)n(CC3CCCO3)c2C)cc1[N+](=O)[O-] (configuration not stated)	0.1
N#CCC(=O)Nc1ccc(C(=O)OCC(=O)NC(=O)NCc2ccco2)cc1	-0.6
O=c1c2ccccc2nc2sc(Nc3ccc(F)cc3)nn12	-3.7
CCc1cccc(C)c1NC(=O)C1CC(=O)N(C2CCCC2)C1 (configuration not stated)	-0.2
CC(=O)Nc1ccc(Oc2ccc(S(=O)(=O)N3CCCC3)cn2)cc1	0.5
C=C(C)C(=O)Nc1cccc(C2=NOC3(C2)C[C@H](C(N)=O)N(C(=O)C(c2ccccc2)c2ccccc2)C3)c1 (some centres not stated)	-0.3
CCCSc1ccc([C@@H]2[C@@H]3C(=O)N(CC)C(=O)[C@@H]3[C@]3(C(=O)OC)CCCCN23)cc1	7.2
Other compounds follow:
SMILES	STK33 inh
c1cncc(CNc2ncnc3ccc(-c4cccnc4)cc23)c1	2.1
CN(CC(=O)Nc1c(Cl)cccc1Cl)C(=O)CC1OC(=O)c2ccccc21 (configuration not stated)	-0.1
c1ccc2c(c1)-c1cccc3c1c-2cc1ccccc13	-1.9
COc1ccc(N2CCN(C(=O)COC(=O)c3cccc(OC)c3O)CC2)cc1	-0.4
CCCOc1ccc(C2=CC(=O)C[C@H](c3ccc(OC)cc3)C2)cc1	-0.3
CC1(C)NC(=O)N(CC(=O)N2CCN(S(=O)(=O)c3cc(Cl)ccc3Cl)CC2)C1=O	-0.6
COc1ccc(CC(=O)OCC(=O)c2c[nH]c3ccccc23)cc1	-1.3
CCCNC(=O)C(Cc1cccc(C#N)c1)NC(=O)c1ccc(C#N)cc1 (configuration not stated)	0.3
O=C(O)c1cc(S(=O)(=O)Nc2ccc3cn[nH]c3c2)ccc1Br	4.9
O=C(CCc1ccccc1)NC1(Cc2ccccc2)CCN(CCCc2ccccc2)C1=O (configuration not stated)	-1.5
Cc1c(Cl)cnc(NC(=O)CSc2nnnn2C)c1Cl	-1.5
CCOC(=O)c1cc(-c2ccccc2)nn1CC1CC(c2ccc(OC)cc2)=NO1 (configuration not stated)	1.5
O=C(Oc1cccc([N+](=O)[O-])c1)c1ccc2c(=O)n3c(nc2c1)CCC3	-0.8
COC(=O)[C@@H](Cc1ccccc1)N(Cc1ccccc1)S(=O)(=O)N(Cc1ccccc1)[C@H](Cc1ccccc1)C(=O)OC	-0.3
O=C(CC1CCCC1)N1CCN(S(=O)(=O)c2ccc(F)cc2)CC1	-0.2
O=C(NCC1CCCCC1)c1cccc(S(=O)(=O)N2CCCC2)c1	-0.6
O=C(NCC1COc2ccccc2O1)C1CCN(S(=O)(=O)c2ccccc2)CC1 (configuration not stated)	-0.6
Nc1ncnc2c1ncn2[C@@H]1O[C@H](CNCc2c(OCc3ccccc3F)ccc3ccccc23)[C@@H](O)[C@H]1O	0.6
O=[N+]([O-])c1cccc(-c2c(-c3ccccc3)ncc3ccc(F)cc23)c1	-1.6
CCOc1ccc(NC(=O)CN2CCN(CC(=O)Nc3ccc(F)cc3)CC2)cc1	1.1
Cc1ccc(S(=O)(=O)N2CCN(C(=O)COC(=O)/C=C/c3ccc([N+](=O)[O-])cc3)CC2)c(C)c1	0.0
CCc1cccc(NC(=O)[C@@H]2CCCN2C2=NS(=O)(=O)c3ccccc32)c1	-1.8
COc1ccc(CC(=O)NNC(=O)c2ccccc2)cc1OC	-0.3
CC(C)(C)OC(=O)N[C@H](C(=O)OC(C)(C)C)c1ccccc1	0.1
CC(=O)Nc1ccc(S(=O)(=O)N(C)CC(=O)OCC(=O)Nc2cc(C)on2)cc1	-1.1

A different layout for some results above:
| compound | STK33 inh |
| --- | --- |
| O=[N+]([O-])c1cccc(-c2c(-c3ccccc3)ncc3ccc(F)cc23)c1 | -1.6 |
| O=C(CCc1ccccc1)NC1(Cc2ccccc2)CCN(CCCc2ccccc2)C1=O (configuration not stated) | -1.5 |
| COc1ccc(CC(=O)NNC(=O)c2ccccc2)cc1OC | -0.3 |

Following part.
SMILES	STK33 inh
CN(CC(=O)Nc1ccccc1Cl)C(=O)COC(=O)c1cccs1	-0.3
COc1ccc2c(c1)OC[C@H]1[C@H]2N2C(=O)c3cc(OC)ccc3NC(=O)[C@@]2(C)[C@H]1c1ccccc1	0.3
CCOc1ccc(OCCC(=O)NNC(=O)c2ccncc2)cc1	-0.4
Nc1nc(N)nc(-c2cccc(Cl)c2)n1	-0.6
O=C(COC(=O)c1ccc([N+](=O)[O-])o1)NC12CC3CC(CC(C3)C1)C2	0.0
CCOc1cc(NC(=O)c2ccco2)c(OCC)cc1NC(=O)CCC(=O)NCc1cccnc1	-0.7
CCN(c1ccccc1)S(=O)(=O)c1ccc(N2CCN(c3ccccc3O)CC2)nc1	-1.7
CCn1ccnc1CC1COc2ccccc2O1 (configuration not stated)	-3.2
Cc1ccc(-c2nn3c(C)nnc3s2)cc1NC(=O)c1ccc(-c2ccc(Cl)cc2Cl)o1	-3.4
Clc1ccc(-c2cc(-c3ccccc3)on2)cc1	0.1
CC(Sc1nnc(-c2ccncc2)n1C)C(=O)Nc1ccc(N2CCOCC2)cc1 (configuration not stated)	-0.7
CCOc1ccc(NC(=O)COc2ccc(C(=O)NCC3CCCO3)cc2OC)cc1 (configuration not stated)	-0.1
